Source: PubChem
HCMV inh = blocks human cytomegalovirus replication; HFF cells, HCMV-luciferase reporter, 72 h; hits give low values; activity change, negative = inhibition, % at 57.5 µM; 410,000 compounds, 4.5% hits; AID 1259415; in the data active means activity change below about -60%; inconclusive means no clear call, values can overlap the other calls; inactive means above about -39%
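HFF cells seeded 16 h at 37C, treated with compounds, infected with luciferase-reporter HCMV at MOI 1 PFU/cell; luciferase read at 72 h post infection, normalized to buffer-only and Salinomycin controls.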
Sm TGR inh = blocks Schistosoma mansoni thioredoxin glutathione reductase. Q962Y6. purified TGR, DTNB reduction, TNB absorbance 405 nm. Potency, µM (highest dose often 114 µM), for inactives: top-dose activity change, negative = inhibition, hits mostly inhibitors. 360,000 compounds, 3% hits; further: potency means the concentration at half of the fitted maximal effect; nearly all actives have a fitted effect of over 60% in size
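First, TGR (20 nM dispensed) and NADPH were mixed with compound. Second, a 15 min room-temperature incubation followed. Third, further NADPH and then DTNB were added to start the reaction. Finally, TNB absorbance was monitored kinetically.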
AmpC inh detg = blocks E. coli AmpC beta-lactamase in detergent assay; AID 485294; 370,000 compounds, 0.041% hits; Potency, µM (doses to about 114 µM), without a hit: at the top dose activity change, negative = inhibition, actives largely listed as inhibitors; AmpC hydrolysis of nitrocefin, absorbance 480 nm, 0.01% Triton;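 further: potency means the concentration at half of the fitted maximal effect; 0% = no-compound wells and -100% = no-enzyme wells; nearly all actives have a fitted effect of over 25% in size; some results filed as inactive show a strong effect at the top dose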
Target sequence (P00811 whole entry, looked up): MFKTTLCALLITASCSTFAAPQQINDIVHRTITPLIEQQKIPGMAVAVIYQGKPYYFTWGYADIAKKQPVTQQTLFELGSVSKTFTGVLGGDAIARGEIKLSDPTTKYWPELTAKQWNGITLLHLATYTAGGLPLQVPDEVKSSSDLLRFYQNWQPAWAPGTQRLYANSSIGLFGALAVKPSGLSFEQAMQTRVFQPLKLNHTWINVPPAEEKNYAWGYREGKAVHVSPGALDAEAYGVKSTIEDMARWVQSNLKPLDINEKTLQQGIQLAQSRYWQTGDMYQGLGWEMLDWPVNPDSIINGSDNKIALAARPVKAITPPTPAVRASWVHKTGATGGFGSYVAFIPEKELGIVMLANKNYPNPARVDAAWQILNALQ
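AmpC (5.3 nM in the dispensed reagent) in 20 mM phosphate pH 7.0 with 0.01% (detergent screen) or 0.0001% Triton X-100 was preincubated with compounds for 15 min at room temperature. Nitrocefin was then added from an 800 uM solution, and hydrolysis was followed at 480 nm.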
AMA1-RON2 inh = AMA1-RON2 (P. falciparum) interaction inhibition; AlphaScreen AMA1-biotinylated RON2 peptide binding; Potency, µM (series often up to 58.2 µM), inactives show at the highest dose activity change, negative = inhibition, usual class: inhibitors; 360,000 compounds, 0.2% hits;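 further: potency means the concentration at half of the fitted maximal effect; 0% = vehicle wells and -100% = peptide control; nearly all actives have a fitted effect of over 45% in size; some results filed as inactive show a strong effect at the top dose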
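AMA1 (3D7) with his tag at 25 nM final met compounds first, then biotinylated RON2 peptide at 25 nM; detection used donor plus acceptor beads, 10 µg/mL apiece, read by AlphaScreen after 30 min at room temperature.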
Giardia FBPA inh = Giardia lamblia aldolase inhibition. purified Giardia FBPA. Potency, µM (series often up to 59.6 µM), without a hit: at the highest dose activity, negative = inhibition, actives largely listed as inhibitors. 290,000 compounds, 0.71% hits. AID 2451; further: potency means the concentration at half of the fitted maximal effect; nearly all actives have a fitted effect of over 55% in size
Target sequence (A8B2U2 whole entry, looked up): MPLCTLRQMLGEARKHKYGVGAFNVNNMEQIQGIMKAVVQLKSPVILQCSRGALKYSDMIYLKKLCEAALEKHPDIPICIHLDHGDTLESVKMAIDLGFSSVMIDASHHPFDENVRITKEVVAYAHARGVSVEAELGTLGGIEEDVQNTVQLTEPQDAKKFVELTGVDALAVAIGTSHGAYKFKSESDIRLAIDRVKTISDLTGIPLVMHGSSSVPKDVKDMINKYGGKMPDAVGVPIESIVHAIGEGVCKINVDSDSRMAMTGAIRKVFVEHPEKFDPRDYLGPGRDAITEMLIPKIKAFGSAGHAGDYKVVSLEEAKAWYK
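Giardia FBPA (40 nM reagent) was preincubated 10 min at RT with compound (up to 57.5 uM final), then substrate plus GAPDH/TPI/NAD/arsenate coupling system with diaphorase/resazurin was added; resorufin fluorescence (525/598 nm) was read after 20 min.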
AmpC inh no detg = AmpC beta-lactamase inhibition without detergent | P00811 | AmpC nitrocefin hydrolysis, absorbance 480 nm, 0.0001% Triton | Potency, µM (top dose mostly 57.1 µM), for inactives: top-dose activity change, negative = inhibition, actives largely listed as inhibitors | 330,000 compounds, 0.52% hits | AID 485341;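 further: potency means the concentration at half of the fitted maximal effect; plate controls were no compound for no effect and no enzyme for full effect; nearly all actives have a fitted effect of over 20% in size; some results filed as inactive show a strong effect at the top dose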
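AmpC (5.3 nM in the dispensed reagent) in 20 mM phosphate pH 7.0 with 0.01% (detergent screen) or 0.0001% Triton X-100 was preincubated with compounds for 15 min at room temperature. Nitrocefin was then added from an 800 uM solution, and hydrolysis was followed at 480 nm.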
Starred values were filed as active, the others as inactive; u = inconclusive; x = no result given; & = joins results of further samples; [ ] = dose if it differs, or a comment. Unless noted, the call rests on the fitted dose curve; in most records, active means well fitted curve in the direction sought with a large enough effect; inconclusive means small, poorly fitted or top-dose-only effect, or another doubt; inactive means no such curve, though single readings can be large; an effect the other way counts as inactive or inconclusive. Unless noted, on the % scale 0 is the no-effect control and ±100 the full control effect.

canonical_smiles | HCMV inh | Sm TGR inh | AmpC inh detg | AMA1-RON2 inh | Giardia FBPA inh | AmpC inh no detg
O=S(=O)(c1ccccc1Cl)N1CCC(O)(c2ccc3c(c2)OCO3)CC1 | -11 | -9% | u | -7% | 9% | -38%
CC(C)(C)OC(=O)N1CCC(c2c(C(=O)N3CCN(C(=O)c4ccco4)CC3)cnn2-c2ccc(F)cc2F)CC1 | -13&0 | u | -5%&-3% | -11% | 6% | 153%[activator]
CN(C)c1cc[n+](CC(=O)Nc2ccc([N+](=O)[O-])cc2Cl)cc1 | -32 | -32% | -10% | 13% | 0% | -7%
COc1ccc(/C(C#N)=C/c2cccnc2)cc1 | -23 | 3% | 1% | x | 1% | -3%
O=C1CN(C(=O)COc2ccccc2)c2ccccc2N1 | -24 | -5% | 3% | 1% | x | -12%
CC(C)C1Nc2ccc(S(=O)(=O)N3CCOCC3)cc2NC1=O (centres undefined) | -39 | 6% | 2% | 0% | 10% | -26%
OC1CN=C2Sc3ccccc3N2C1 (centres undefined) | -5 | 11% | 0% | -2% | 0% | -16%
Cn1c(=O)oc2cc(S(=O)(=O)CCC(=O)N3CCN(c4ccccc4)CC3)ccc21 | 29&-1 | -20%&-7% | 0%&19% | -7% | x | -3%
CCOc1cc(/C=C/C(=O)OCC(=O)NCCN2C(=O)CSC2=O)ccc1OCC(C)C | -3 | 6% | -1% | -3% | x | 216%[activator]
Cc1cc(C)cc(OCc2ccc(C(=O)NC3CCOC3=O)o2)c1 (centres undefined) | -1 | u | u | -7% | -20% | 36%
O=C1OCCC1Sc1nnc(-c2cccnc2)n1-c1ccccc1F (centres undefined) | u | 11% | 1% | 12% | -1% | -23%
CCOc1ccc(NC(=O)CCc2c(C)nc3cc(-c4ccccc4OC)nn3c2C)cc1 | 60 | -5% | u | x | x | x
Cn1c(Cc2cccs2)nnc1SCc1nc2ccccc2[nH]1 | 5 | 35% | -7% | -2% | 2% | -13%
CC1(C)O[C@@H]2[C@H](O1)[C@@H](CO)O[C@H]2n1ccc(=O)[nH]c1=O | -25 | 1% | 4% | 6% | x | -3%
Cc1nnc(SCC(=O)NCc2cccs2)n1-c1ccccc1 | 19 | 2% | 1% | 4% | 1% | -11%
Cc1nc(-c2ccc(F)cc2)c(CC(=O)NCC(=O)Nc2ccc(F)c(F)c2)s1 | 2 | -13% | 4% | 6% | x | -34%
O=C(NCCNc1ccc([N+](=O)[O-])cc1C(F)(F)F)c1ccc(F)cc1 | 9 | -8% | -8% | 6% | -2% | -41%
Cc1cc(-c2ccccc2)c2c(=O)n(-c3ccccc3)[nH]c2n1 | -14 | 11% | -8% | -2% | u | -21%
COc1ccc(C(=O)N2CCN(c3ccc(F)cc3)CC2)cc1S(=O)(=O)NC1CC1 | 31 | u | -4% | -7% | x | 20%
COc1ccc(-c2csc(NC(=O)C3CCN(c4ncnc5sc(C)c(C)c45)CC3)n2)cc1OC | -100* | -2% | -22% | -12% | x | -2%
Brc1ccccc1Cn1cnc2ccccc21 | -39 | 4% | -5% | 2% | -14% | -12%
COc1ccccc1CNc1nc2nc(C)cc(=O)n2[nH]1 | 33 | 10% | 5% | -2% | -22% | -6%
CCCCCCNC(=O)c1c(O)c2ccccc2[nH]c1=O | -17 | 0% | u | 44%[activator] | -1% | -29%
COc1ccc2oc(C(=O)OCC(=O)NCCN3C(=O)CSC3=O)c(C)c2c1 | 20 | -3% | -2% | 9% | 1% | -32%
Cc1cccc(C)c1N1CC(=O)N(c2c(C)cccc2C)CC1=O | 37 | 5% | -4% | 16% | -1% | -13%
Cc1c(-c2ccco2)[n+](=O)c2c(n1[O-])CCC2 | -7 | -4% | -3% | 9% | 18% | -11%
CC(=O)c1ccc(OCCCC(=O)Nc2cc(S(=O)(=O)N(C)C)ccc2C)cc1 | 68 | -19% | -6% | -5% | 2% | -26%
O=C(CCc1nc2ccccc2c(=O)[nH]1)Nc1ccccc1N1CCCC1 | -24 | -12% | -17% | 17% | x | -16%
CN(CC(=O)Nc1cccc(F)c1)C(=O)Cn1c(=O)oc2ccccc21 | -10 | -1% | 2% | -7% | x | -16%
N/C(=N\NC(=O)Nc1ccccc1)c1ccccn1 | 60 | 13% | 5% | -12% | 20µM* | -14%
Cc1ccc(C(=O)N(C)c2ccc(OCC(=O)N3c4ccc(C)cc4C4CN(C)CCC43)cc2)cc1 (centres undefined) | x | u | -5% | 5% | -6% | 150%[activator]
COc1ccc(C(C(=O)NCCC(C)C)N(CCCO)C(=O)c2snc(C(N)=O)c2N)cc1OC (centres undefined) | 20 | -3% | u | -8% | 2% | 11%
CN(C)C(=O)CSc1n[nH]c(=O)n1CCc1ccccc1 | -39 | 0% | u | 23% | 13% | -4%
Cc1ccc(C)c(N(CC(=O)NCC2CCCO2)C(=O)CCC(=O)Nc2nccs2)c1 (centres undefined) | -2 | 0% | 6% | 2% | -4% | 31%
Cc1ccc(CS(=O)(=O)CCC(=O)O)cc1 | -26 | -11% | -6% | 2% | 17% | -3%
O=C(CCc1ccccc1)N1C[C@H]2C[C@@H](C1)c1cccc(=O)n1C2 | 16 | -15% | -9% | -1% | -7% | -18%
Cn1cnc2c1c(=O)n(Cc1ccccc1)c(=O)n2C | 2 | 0% | -11% | -9% | 3% | -14%
CC(C)CN(C(=O)c1cc(Cl)nc2ccccc12)C1CCS(=O)(=O)C1 (centres undefined) | -12 | -2% | -9% | 0% | x | -8%
N/C(=N\OC(=O)CCn1cccc(C(F)(F)F)c1=O)c1ccc(Cl)cc1 | -2 | 3% | 9% | -8% | -6% | -14%
CCOC(=O)c1ccc(NS(=O)(=O)c2cn(C)c(C)n2)cc1 | -12 | 4% | 21% | x | x | x
CCOC(=O)c1c(N)n(CCN2CCOCC2)c2nc3ccccc3nc12 | -11 | 0% | u | 5% | 3% | -6%
C1=C(c2sc3ccccc3c2-c2ccc(OCCN3CCOCC3)cc2)CCCC1 | 40 | x | x | u | x | -2%
COc1ccc(CCN(C)C(=O)c2cc(-c3ccccc3)nc3ccccc23)cc1OC | 10 | u | 7% | 0% | x | 179%[activator]
CC1C(c2cccs2)=[N+]([O-])C(C)(C(=O)c2cccs2)N1O (centres undefined) | -35 | -7% | -5% | 12% | 2% | -19%
CCc1ccc(NC(=O)CS(=O)CC(=O)N2CCN(c3ccccc3F)CC2)cc1 (centres undefined) | -27 | 9% | -3% | 7% | 10% | 4%
CC(=O)NC(=S)Nc1ccc2oc(=O)ccc2c1 | -22 | 1% | -6% | -13% | 1% | -6%
CCOc1ccc(-n2nnnc2-c2nc3ccccc3s2)cc1 | -17 | -5% | 1% | -11% | 3% | -26%
Cc1ccc(N(C(=O)C2CCCC2)C2C=CS(=O)(=O)C2)cc1 (centres undefined) | -21 | 4% | -1% | 10% | -5% | -4%
COc1cc(NC(=O)c2nccnc2N)cc(C(=O)Nc2cccc(C(F)(F)F)c2)c1 | -7&-34 | 9% | 0% | 1%&11% | -1% | 60%[activator]
Cc1ccc(S(=O)(=O)NCCCN2CCCC2)cc1 | 1 | -17% | -3% | -8% | -23% | -1%
Cc1oc2ncn(CC(C)C)c(=O)c2c1C(=O)N(CCN(C)C)Cc1ccccc1 | 4 | 2% | 19% | x | x | x
COc1cc2c(cc1OC)CN(CC(=O)Nc1ccccc1C(=O)NCc1ccccc1)CC2 | 36 | -2% | -8% | 6% | -2% | 13%
COc1cccc(C(=O)NCCCn2ccnc2)c1 | 4 | -5% | 0% | -9% | 2% | -6%[2.29 µM]
CSCC(=O)N1CCCC(N2CCN(c3ccc(F)cc3)CC2)C1 (centres undefined) | 76 | 0% | 3% | -8% | 0% | 1%
COCCCN1C(=O)CS/C1=N\S(=O)(=O)c1ccccc1 | 12 | 8% | u | -13% | 1% | -17%
Cc1ccccc1P(=O)(CO)c1ccccc1C | -10 | 6% | -4% | -3% | 0% | -10%
CCCCc1ccc(C(=O)N/C(=C\c2ccc(C)cc2)C(=O)NC2CCCCC2)cc1 | 10 | -3% | 5% | x | x | x
CC(C)(C)c1nc(NCC2CCCO2)c2nnn(Cc3ccccc3)c2n1 (centres undefined) | -18 | 1% | -13% | -4% | 10% | -14%
ON=C1CCN(c2ncc(C(F)(F)F)cc2Cl)CC1 | -20 | 19% | 1% | 0% | 3% | 5%
OC(COc1ccc2c(c1)CCC2)CN1CCN(c2cccc(Cl)c2)CC1 (centres undefined) | 17 | 0% | u | u | -11% | -2%

The list goes on.
canonical_smiles | HCMV inh | Sm TGR inh | AmpC inh detg | AMA1-RON2 inh | Giardia FBPA inh | AmpC inh no detg
CC(C)(C)n1nc2c(c1NC(=O)COc1ccc(Cl)cc1)CS(=O)(=O)C2 | 22 | 2% | 0% | 6% | 4% | -13%
COCCCNC(=O)c1cc(C)nc2ccc(F)cc12 | 22 | -1% | 6% | -2% | 4% | 17%
Nc1c(-c2ccc(F)cc2)cnc2ncnn12 | -9 | -4% | -16% | 7% | -2% | -7%
O=C(c1ccccc1SCc1ccccc1)N1CCCCCC1 | -20 | 5% | 0% | -19% | -8% | 26%
O=c1cc(-c2ccccc2)[nH]c2cc(Cl)ccc12 | -25 | -11% | -7% | -10% | 2%[89.2 µM] | 4%
COc1ccccc1NS(=O)(=O)c1ccc2oc(SCc3ccc(C#N)cc3)nc2c1 | -84* | 9% | -8% | -2% | 0% | -13%
N#Cc1c(-c2ccc(Cl)cc2)c(C#N)c(=O)n(N)c1N | -36 | -4% | -8% | 0%[2.32 µM] | -7% | -12%
O=C(O)CSc1c(-c2ccccc2)[nH]c2ccccc12 | -11 | 3% | 2% | 3% | 13% | -13%
NCCCCCc1nnc(SCc2cccc(Cl)c2)o1 | -36 | 3% | u | -7% | -6% | 8%
O=C(COc1ccc2ccccc2c1)N1CCN(CC2CC3C=CC2C3)CC1 (centres undefined) | -2 | 12% | 3% | u | u | 123%[activator]
CNC(=S)N(CCN(C)C)Cc1cc2cc3c(cc2[nH]c1=O)OCO3 | 23 | 53%[activator] | 5% | 11% | 6% | -29%
O=c1[nH]c(SCc2nc3ccccc3c(=O)n2-c2ccccc2C(F)(F)F)nc2ccccc12 | u | -13% | -12% | -8% | -10% | -15%
COc1cc2nc(SCc3ccc(C)cc3)n3nc(CCn4nc(C)cc4C)nc3c2cc1OC | 9 | 9% | 2% | x | x | x
Cc1csc(NC(=O)CSC2=NCCS2)n1 | -5 | -1% | 4% | 35%[activator] | x | -5%

Reprinted at random: 5 entries already listed, in no set order.
canonical_smiles | HCMV inh | Sm TGR inh | AmpC inh detg | AMA1-RON2 inh | Giardia FBPA inh | AmpC inh no detg
Cc1ccc(N(C(=O)C2CCCC2)C2C=CS(=O)(=O)C2)cc1 (centres undefined) | -21 | 4% | -1% | 10% | -5% | -4%
O=C1OCCC1Sc1nnc(-c2cccnc2)n1-c1ccccc1F (centres undefined) | u | 11% | 1% | 12% | -1% | -23%
OC1CN=C2Sc3ccccc3N2C1 (centres undefined) | -5 | 11% | 0% | -2% | 0% | -16%
COc1ccc(-c2csc(NC(=O)C3CCN(c4ncnc5sc(C)c(C)c45)CC3)n2)cc1OC | -100* | -2% | -22% | -12% | x | -2%
O=C(O)CSc1c(-c2ccccc2)[nH]c2ccccc12 | -11 | 3% | 2% | 3% | 13% | -13%
